Screening data as filed in PubChem.
HIV peptide binding: cell-free HIV fusion peptide-binding blockers – biochemical, uHTS, fluorescence dequenching, primary screen (AID 1986); one-dose inhibition, % at 20 µM; IC50 in µM for titrated hits; hit rate 0.3% among 290,000; cell-free peptide binding, fluorescence dequenching, 30 min; higher % means a stronger effect; in the data active = inhibition mostly above about 52%, no sharp cut-off; inactive = mostly below about 76%; note: some results filed as inactive read as strong as hits
GPR55 antagonists: inhibition of LPI-stimulated GPR55 beta-arrestin translocation – imaging, U2OS, beta-arrestin-GFP, LPI agonist, primary screen (AID 2013). U2OS GPR55 beta-arrestin-GFP translocation imaging, LPI antagonism; higher % means a stronger effect. inhibition, % at 10 µM, or IC50 in µM where a hit was titrated. hit rate 0.13% among 290,000;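 active = spots per cell inhibited over 60%, with over 100 cells counted and total cytoplasm intensity under 500,000; inconclusive = wells with under 100 cells, flagged as likely toxic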;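 note: U2OS cells stably carrying GPR55 and arrestin-GFP stimulated by 5 µM LPI near EC80; imaged beta-arrestin-GFP aggregate spots per cell after agonist stimulation; plate controls were LPI-stimulated DMSO wells for no effect and DMSO wells without LPI for full effect; some results filed as inactive read as strong as hits; confirmed hits need IC50 under 10 µM and bright autofluorescent wells are also inconclusive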
MgcRacGAP inhibition: MgcRacGAP GTPase-activating activity inhibitors, confirmation, biochemical, ADP Hunter fluorescence | MgcRacGAP-stimulated Rac1 GTP hydrolysis, ADP Hunter fluorescence; higher % means a stronger effect; GST-tagged Rac1 F28L mutant substrate | inhibition, % at 30 µM, or IC50 in µM where a hit was titrated | hit rate 0.6% among 340,000;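 active = first-screen hits whose inhibition reached a set limit at any dose in the follow-up dose series; inconclusive = inhibition above the set first-screen limit but never retested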;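 note: fluorescence reports GDP produced by GAP-driven GTP hydrolysis; strong numbers were not always called active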
NOD1 inhibition: inhibition of NOD1-driven NF-kB reporter – cell-based, luminescence, uHTS, primary screen (AID 1578); one-dose inhibition, % at 4 µM; EC50 in µM for titrated hits; hit rate 1% among 290,000; NOD1-driven NF-kB luciferase reporter cells, luminescence; higher % means a stronger effect; in the data active = inhibition mostly above about 36%, no sharp cut-off; inactive = mostly below about 34%;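 note: HEK-293T reporter cells stimulated with the NOD1 agonist gamma-tri-DAP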
NOD2 inhibition: inhibition of NOD2-driven NF-kB reporter – cell-based, luminescence, uHTS, HEK293 (AID 1566); HEK293 NOD2/NF-kB luciferase reporter, luminescence; higher % means a stronger effect; inhibition, % at 4 µM, or EC50 in µM where a hit was titrated; hit rate 0.63% among 290,000; note: many of its hits are not listed in these tables
KOR beta-arrestin-1: KOR antagonists, beta-arrestin recruitment, cell-based, luminescence, uHTS (AID 1778); inhibition, % at 10 µM; hits with a dose series show IC50 in µM; hit rate 0.091% among 290,000; KOR beta-arrestin recruitment, luminescence, antagonist mode; higher % means a stronger effect; note: strong numbers were not always called active
KOR beta-arrestin-2: KOR agonists, beta-arrestin recruitment, primary screen, cell-based, luminescence, uHTS (AID 1777). KOR beta-arrestin recruitment, luminescence; higher % means a stronger effect. activation, % at 10 µM; hits with a dose series show EC50 in µM. hit rate 0.02% among 280,000; in the data active = activation above about 50%, passing the limit was not always enough; note: a part of the inactive calls stands beside numbers as strong as those of hits
SV40 large T antigen: TAg ATPase/helicase activity blockers – biochemical (AID 1903) | SV40 large T antigen ATPase/helicase inhibition assay; higher % means a stronger effect | inhibition, % at 20 µM, or IC50 in µM where a hit was titrated | hit rate 0.39% among 310,000; in the data active = a potency from the dose series; inconclusive = inhibition mostly from about 32% at the one dose, without a potency; inactive = the rest, 99 in 100 with inhibition below about 32%; note: strong numbers were not always called active
GPR55 beta-arrestin: GPR55 agonists via beta-arrestin recruitment, primary screen, imaging, U2OS cells, beta-arrestin-GFP redistribution (AID 1961); U2OS GPR55 beta-arrestin-GFP redistribution imaging; higher % means a stronger effect; activation, % at 10 µM; hits with a dose series show EC50 in µM; hit rate 0.048% among 290,000;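 active = activation above 40% with more than 50 cells counted in the well; inconclusive = wells holding fewer than 50 cells, flagged as toxic or sparse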;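 note: U2OS osteosarcoma cells stably expressing GPR55 and beta-arrestin-GFP; plate controls were DMSO negative control for no effect and LPI positive control for full effect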
* hit, by the source's call; ? = inconclusive; . = not tested or not shown; [ ] = another dose, or the depositor's remark. Cut-off read from the data, not from the text of the source, unless noted: active = inhibition above about 50%; inactive = the rest.

SMILES	HIV peptide binding	GPR55 antagonists	MgcRacGAP inhibition	NOD1 inhibition	NOD2 inhibition	KOR beta-arrestin-1	KOR beta-arrestin-2	SV40 large T antigen	GPR55 beta-arrestin
O=C(Nc1ccc(S(=O)(=O)N2CCOCC2)cc1)c1ccc(F)cc1	1.1%	-10%	9%	-20%	-4%	-45%[20 µM]	-0.6%	1%	0.1%
Cc1cccc(OC(=O)c2ccncc2)c1C	-0.3%	1%	6%	-42%	4%	-23%	5.2%	7%	-0.1%
O=C(N/N=C/c1ccc(OC(=O)c2cccc(Br)c2)cc1)c1cccnc1	2.3%	13%	2%	43%	14%	-10%	0.9%	9%	1.3%
Cc1ccn2cc(CCNC(=O)C3CCCCC3)nc2c1	0.7%	2%	-1%	0%	8%	16%	-3.5%	1%	-0.3%
CCOC(=O)C1=C(O)c2ccccc2C(=O)/C1=C\c1ccc(C)cc1	9.8%	3%	21%	22%	15%	-5%	6.4%	?	12%
COc1cc(C(=O)NCCN2CCCC2)cc(OC)c1OC	3.6%	3%	6%	-10%	13%	27%	-5.2%	5%	-0.3%
CN(CC(=O)N1CCOCC1)C(=O)CSc1nc2ccccc2s1	-0.3%	-2%	7%	-42%	-5%	-19%	-1.2%	8%	-0.3%
COC(=O)C1=CN(CC2CCCO2)C=C(C(=O)OC)C1c1cc(OC)c(OC)c(OC)c1 (stereo not drawn)	-4.9%	8%	6%	7%	-4%	-72%	4.1%	8%	-0.2%
COc1ccc(NS(=O)(=O)c2ccc(NS(=O)(=O)c3ccc(SC)cc3)cc2)c(OC)c1	0.9%	7%	1%	-13%	-13%	-6%	-6.6%	118%	-0.2%
COCCNC(=S)N/N=C(\C)c1ccccc1OC	-1.9%	10%	12%	-27%	12%	-1%	-1.1%	24%	0.5%
Cc1nnc(NC(=O)CSc2ncnc3c2cnn3-c2ccccc2C)s1	2.3%	4%	-8%	-5%	1%	-9%	7.2%	6%	0.5%
CC(=O)OC[C@]1(OC(C)=O)C[C@@]23CC[C@H]4[C@@](C)(CCC[C@@]4(C)C(=O)O)[C@@H]2CC[C@@H]1C3	1.7%	10%	9%	-21%	9%	-31%	-1.4%	5%	-0.3%
CCn1c(Oc2ccccc2C)nc2c1c(=O)n(C)c(=O)n2C	-0.3%	4%	1%	50%	48%	-49%[20 µM]	-6.4%	7%	-0.1%
O=C(CCN1C(=O)c2ccccc2C1=O)N(CCO)Cc1ccccc1	-2.1%	3%	2%	3%	6%	-11%	5.5%	2%	-0.1%
COC(=O)Cc1ccc(NC(=S)NN2CCOCC2)cc1	3.5%	-14%	0%	-27%	-7%	7%	0.1%	15%	-0.1%
Cc1ccc(C(=O)NCC(=O)NCC(=O)OCC(=O)c2cccs2)cc1	0.4%	0%	-13%	-19%	3%	-21%	-3.1%	5%	-0.1%
NC(=O)c1sc2nc(-c3ccccc3)c3c(c2c1N)CCCC3	3.1%	3%	9%	-4%	0%	5%	1.4%	6%	-0.4%
C=CCSC1=Nc2sccc2C2=NC(=O)CN12	4.3%	-2%	9%	-33%	3%	0%	0.7%	-5%	0.0%
O=C(NCCCN1CCN(c2ccc(F)cc2)CC1)c1cccc(N2CCCC2=O)c1	-2.7%	12%	2%	1%	6%	-13%	-0.9%	19%	-0.1%
Cc1ccc(-c2nnc(SCC(=O)Nc3ccc4c(c3)oc3ccccc34)n2C)c(Cl)c1	2.1%	2%	-1%	21%	19%	-1%	-0.4%	13%	-0.1%
COc1ccccc1-n1cnc2cc(NS(=O)(=O)c3ccccc3)ccc21	-2.5%	-5%	-5%	8%	-1%	-40%	0.1%	0%	-0.1%
Cc1cccc(C)c1OCC(O)CNC(C)C (stereo not drawn)	-0.3%	13%	15%	5%	0%	-13%	-3.0%	7%	-0.1%
COc1ccc(C(=O)O)cc1NC(=S)NC(=O)CSc1ccc(Cl)cc1	21%	2%	4%	-7%	10%	6%	-2.8%	20%	-0.1%
COc1ccc(-c2sc3ccccc3c2C#CCCO)cc1	1.4%	19%	2%	-4%	24%	-56%[20 µM]	3.9%	-1%	-0.2%
CC#CC[N+](C)(C)CCCCCCCCCCCC	-3.6%	1%	4%	51%	14%	-18%	-1.2%	-15%	-0.2%
OC(CNCCCN1CCCCC1)COc1ccccc1 (stereo not drawn)	1.6%	-1%	7%	-17%	14%	16%	-4.9%	8%	-0.1%
COc1ccc(NC(=O)N2CCCC2C(=O)NC23CC4CC(CC(C4)C2)C3)cc1 (stereo not drawn)	-0.6%	-12%	5%	-6%	6%	-1%	3.5%	-7%	1.4%
COc1cc(C(=O)NC(=S)Nc2ccc(Cl)cn2)cc(OC)c1OC	1.6%	8%	3%	-13%	20%	-39%	3.0%	20%	-0.1%
O=C(OCC(=O)N(CCc1ccccc1)Cc1ccccc1)c1cccc(O)c1	2.0%	8%	13%	-36%	0%	9%	2.1%	25%	-0.1%
C/C(=N\OCC(=O)Nc1ccc(Br)cc1)c1cccs1	-0.7%	3%	4%	4%	1%	9%	-0.2%	0%	0.5%
O=c1cc(N2CCOCC2)[nH]c(=O)n1-c1ccc(Br)cc1	-1.1%	15%	1%	-6%	7%	-29%	-2.8%	15%	-0.1%
CCOc1ccc(OCC(O)CN2CCN(S(=O)(=O)c3cccc(C(F)(F)F)c3)CC2)cc1 (stereo not drawn)	1.9%	15%	24%	0%	-14%	-10%	0.0%	0%	0.3%
CN(C(=O)CSc1nnc(-c2ccccc2)n1C)C1CCS(=O)(=O)C1 (stereo not drawn)	1.7%	12%	2%	-28%	13%	9%	-6.6%	-5%	-0.4%
CNc1[nH]ncc1[N+](=O)[O-]	1.5%	3%	4%	-56%	-32%	11%	3.3%	6%	0.5%
O=C(CC1Sc2ncnn2C1=O)Nc1ccccc1 (stereo not drawn)	-0.6%	-10%	-3%	4%	-7%	18%	4.5%	9%	0.1%
CCn1c(SCC(=O)N2c3ccccc3CCc3ccccc32)nnc1-c1ccc(OC)cc1	-1.0%	4%	3%	-14%	25%	-29%	-1.7%	10%	-0.3%
COc1ccccc1N1CCN(c2ccc(Cl)nn2)CC1	-3.1%	20%	20%	-33%	12%	-34%[20 µM]	.	16%	-0.1%
Cc1nn(CC(=O)NCc2ccc(OC(C)C)cc2)c(=O)c2cc(-c3ccccc3)nn12	-0.3%	-9%	6%	-17%	-22%	-20%	-3.3%	5%	-0.3%
O=C(O)/C=C/C(=O)NCCC1=CCCCC1	2.6%	0%	-1%	-21%	5%	-23%	3.0%	14%	0.5%
COc1ccc(-c2cnnn2-c2ccc(NC(=O)c3ccc(S(=O)(=O)N4CCCCC4)cc3)cc2)cc1OC	-0.3%	14%	3%	-1%	18%	15%	8.1%	7%	0.1%
COC(=O)CN=Cc1c(C)[nH]n(-c2ccccc2)c1=O	0.8%	-5%	13%	-38%	-2%	16%	-2.8%	-1%	0.0%
Cc1cc(C)c2c(c1)cc(C)c1nnc(SCC(=O)Nc3ccccc3N3CCOCC3)n12	0.7%	-2%	4%	0%	14%	14%	-0.9%	8%	-0.1%
O=C(COc1ccc(Cl)cc1)NNC(=O)CSc1nncs1	0.4%	2%	5%	-31%	1%	-15%	2.4%	6%	0.2%
Cc1ccnc(SCCn2c(N3CC(C)OC(C)C3)nc3c2c(=O)n(C)c(=O)n3C)n1 (stereo not drawn)	-0.3%	7%	0%	-39%	3%	-11%	1.1%	7%	-0.2%
CC(CCn1cccn1)NC(=O)c1cc(COc2ccc(F)cc2F)on1 (stereo not drawn)	0.4%	-7%	8%	-28%	4%	-10%[20 µM]	.	10%	0.0%
CN(CC(=O)NCCc1ccccc1)S(=O)(=O)c1cccc2nsnc12	-0.6%	4%	7%	-42%	-9%	-1%	2.4%	4%	0.0%
N/C(=N\OC(=O)COc1ccc2ccccc2c1Br)c1ccncc1	-0.1%	4%	.	-21%	-30%	-70%[20 µM]	-2.7%	-1%	0.5%
FC(F)(F)c1ccc(Cl)c(-n2c(Cc3cccs3)n[nH]c2=S)c1	-1.3%	-2%	5%	9%	-8%	26%	1.2%	19%	-0.1%
COC(=O)c1ccc(NC(=O)C2CCCO2)cc1 (stereo not drawn)	-0.7%	1%	5%	-26%	-2%	-10%	0.7%	-1%	-0.3%
Cc1ccc(NC2=NC(c3ccc(F)cc3)n3c(nc(C)cc3=O)N2)cc1 (stereo not drawn)	0.9%	-3%	9%	0%	17%	18%	-0.9%	-3%	-0.3%
COc1ccc(CCN2CC(C(=O)Nc3cccc(C(C)=O)c3)CC2=O)cc1OC (stereo not drawn)	-1.6%	49%	6%	-5%	0%	0%	-4.4%	-2%	-0.5%
Cc1ccc(-c2nnc(N3CCN(C(=O)CSc4ncn[nH]4)CC3)c3ccccc23)cc1	-2.1%	0%	11%	-22%	22%	23%	-4.0%	12%	0.1%
O=C(NC1CCCc2c1cnn2-c1ccc(F)cc1F)c1csnn1 (stereo not drawn)	0.7%	12%	-1%	-6%	10%	-10%	0.5%	10%	0.3%
COc1ccc(-n2c(SCC(C)=O)nc3sc(C)c(C)c3c2=O)cc1	2.0%	9%	17%	27%	19%	-2%[20 µM]	-3.9%	10%	-0.2%
CC(C)(CNC(=O)c1ccc(Br)o1)N1CCOCC1	-0.6%	-7%	0%	-33%	2%	-16%	3.4%	-2%	0.0%
Cc1ncc(C[n+]2csc(CCOC(=O)CC34CC5CC(CC(C5)C3)C4)c2C)c(N)n1	0.9%	12%	-18%	-7%	9%	6%	-1.1%	-1%	0.5%
COC(=O)c1ccc(NC(=S)N2CCN(C(=O)c3ccco3)CC2)cc1	-0.1%	10%	9%	-29%	5%	2%	-1.4%	8%	-0.1%
COc1ccccc1OCCCCNCCO	0.3%	-15%	1%	-12%	-6%	15%	-1.8%	8%	0.0%
COc1cccc(NC(=O)CNC(=O)c2ccc([N+](=O)[O-])cc2)c1	-1.5%	-2%	10%	-10%	13%	4%	-0.2%	17%	-0.1%
Cc1ccc(CSc2nc3sc(C)c(C)c3c(=O)n2Cc2ccco2)cc1	7.6%	8%	4%	-6%	13%	8%	4.7%	6%	0.6%

3 structures out of the list, arranged by length of the SMILES, descending:
SMILES	HIV peptide binding	GPR55 antagonists	MgcRacGAP inhibition	NOD1 inhibition	NOD2 inhibition	KOR beta-arrestin-1	KOR beta-arrestin-2	SV40 large T antigen	GPR55 beta-arrestin
COC(=O)c1ccc(NC(=S)N2CCN(C(=O)c3ccco3)CC2)cc1	-0.1%	10%	9%	-29%	5%	2%	-1.4%	8%	-0.1%
COC(=O)c1ccc(NC(=O)C2CCCO2)cc1 (stereo not drawn)	-0.7%	1%	5%	-26%	-2%	-10%	0.7%	-1%	-0.3%
COc1ccccc1OCCCCNCCO	0.3%	-15%	1%	-12%	-6%	15%	-1.8%	8%	0.0%

The list is partial. The share of hits here may be higher or lower than overall.
